Screens: PubChem BioAssay, National Center for Advancing Translational Sciences (NCATS)
APEX1 inh: blocks human APE1 abasic DNA cleavage; P27695; Potency, µM (doses to about 65.8 µM), for inactives: at the top dose activity change, negative = inhibition, most hits filed as inhibitors; 0.35% of 350,000 active; AID 2517; recombinant APE1, TAMRA/BHQ-2 abasic DNA cleavage fluorescence;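 note: plate controls were vehicle for no effect and reference inhibitor for full effect; nearly all actives have a fitted effect of over 55% in size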
Target sequence (P27695 whole entry, looked up): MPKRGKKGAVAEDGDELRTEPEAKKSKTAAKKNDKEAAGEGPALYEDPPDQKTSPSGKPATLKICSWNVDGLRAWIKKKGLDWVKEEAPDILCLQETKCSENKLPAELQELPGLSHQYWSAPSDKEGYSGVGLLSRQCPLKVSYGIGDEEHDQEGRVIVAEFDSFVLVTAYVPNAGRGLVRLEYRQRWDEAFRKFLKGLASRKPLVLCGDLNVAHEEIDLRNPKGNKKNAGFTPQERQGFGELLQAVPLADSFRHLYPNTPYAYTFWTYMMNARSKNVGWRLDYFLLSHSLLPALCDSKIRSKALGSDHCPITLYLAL
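APE1 at 0.75 nM preincubated 15 min at room temperature with compound. Reaction then started with 50 nM double-stranded THF-abasic substrate labelled with TAMRA/BHQ-2, and 525/598 nm fluorescence read kinetically. Activity taken as third-minus-first read difference, normalized to DMSO and NSC13755 controls.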
Anesthetic bind: candidate novel general anesthetic via apoferritin binding; P02791; apoferritin/1-aminoanthracene competitive binding, fluorescence; Potency, µM (doses to about 77.5 µM), for inactives: at the highest dose activity change, negative = displacement, hits mostly inhibitors; 0.074% of 350,000 active; note: nearly all actives have a fitted effect of over 20% in size
Target sequence (P02791 2-175 limits assumed): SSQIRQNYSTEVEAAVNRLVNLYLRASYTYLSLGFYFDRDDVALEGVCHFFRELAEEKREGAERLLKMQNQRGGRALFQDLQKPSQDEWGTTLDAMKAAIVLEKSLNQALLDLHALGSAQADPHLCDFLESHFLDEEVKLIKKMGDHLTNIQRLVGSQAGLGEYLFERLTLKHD
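Read-out: endpoint 1-AMA fluorescence, excitation 380 nm and emission 535 nm, after compounds sit 10 min at room temperature with 10 uM horse-spleen apoferritin in 50% saturated 1-AMA/PBS. Values come from four-parameter Hill fits.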
POLB inh: blocks human DNA polymerase beta activity; P06746; AID 485314; 1.3% of 340,000 active; Potency, µM (doses to about 114 µM), for inactives: at the highest dose activity change, negative = inhibition, actives largely listed as inhibitors; Pol beta primer extension/strand displacement, fluorescence kinetic
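Human Pol beta at 10 nM; strand-displacement substrate 50 nM final. Compound exposure 15 min at room temperature before start, reaction 10 min at room temperature.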
Numbers without * were called inactive; ? = inconclusive; & = joins results of further samples; [ ] = remark or other dose. Calls come from the whole dose curve; as a rule, active = well fitted curve in the direction sought with a large enough effect; inconclusive = small, poorly fitted or top-dose-only effect, or another doubt; inactive = no such curve, though single readings can be large; an effect the other way counts as inactive or inconclusive. Unless noted, % is set by controls: 0 for no effect and ±100 for the full control effect; potency is the fitted concentration of half-maximal effect. A portion of the library; count on the stated rates, not on these rows.

compound	APEX1 inh	Anesthetic bind	POLB inh
C#CCOCCOCCOCCNc1nc(N2CCN(C(=O)[C@H]([C@@H](C)CC)n3cc([C@@H](N)Cc4ccc(O)cc4)nn3)CC2)nc(N2CCN(C(=O)[C@H](Cc3cc4ccccc4[nH]3)n3cc([C@@H](N)C(C)CC)nn3)CC2)n1 (some centres undefined)	-10%	?	?
Cc1ccc(S(=O)(=O)NCCn2c(C)cc3ccccc32)cc1	-1%	?	-4%
COc1ccc(OC)c(NS(=O)(=O)Cc2ccccc2)c1	-5%	-12%	14%
Cc1cc(C)c2[nH]c(=O)c(CN(C(=O)C3CCCO3)C3CCCC3)cc2c1 (centres undefined)	8%	-16%	-5%
COc1ccc(C2c3c(oc4ccc(C)cc4c3=O)C(=O)N2c2cc(C)ccn2)cc1OC (centres undefined)	-1%	-5%	1%
CC1(C)CC(=O)C2=C(C1)Nc1ccccc1N=C2	-1%	2%	-1%
Cc1cc2c(c(=O)n1Cc1ccccc1)C1O[C@](c3ccsc3)(Cc3ccccc31)O2	-12%[12.4 µM]	-6%[15.3 µM]	5%[22.9 µM]
CC(CCc1ccccc1)NC(=O)/C=C/c1ccc(F)cc1 (centres undefined)	-5%	-5%	11%
CCOc1cccc2cc(-c3csc(NC(=O)CCC(=O)NCCCN4CCC(C)CC4)n3)c(=O)oc12	-5%	-8%	3%
COc1cccc(-c2nc(Oc3cc(C)cc(C)c3)c3ccccc3n2)c1O	-5%	8%	7%
C#CCOCCOCCOCCNc1nc(N2CCN(C(=O)C([C@@H](C)CC)n3cc(C(N)CO)nn3)CC2)nc(N2CCN(C(=O)[C@H](CCC(=O)O)n3cc(C(N)Cc4ccc(O)cc4)nn3)CC2)n1 (some centres undefined)	?	3%	-4%
COc1ccc(CCNC(=O)C2CCCCC2C(=O)O)cc1OC (centres undefined)	2%	-6%	1%
COc1cccc(-c2cc(C(F)(F)F)c3c(N)c(C#N)sc3n2)c1	-3%	-9%	0%
COC(=O)c1ccccc1NC(=O)CN1C(=O)C2CCCN2c2ncc(Cl)cc21 (centres undefined)	-2%	-11%	-14%
COCCn1c(=NC(=O)c2ccc3c(c2)OCO3)c(C#N)cc2c(=O)n3cccc(C)c3nc21	0%	-9%	1%

In the list so far, these have fluorine:
compound	APEX1 inh	Anesthetic bind	POLB inh
CC(CCc1ccccc1)NC(=O)/C=C/c1ccc(F)cc1 (centres undefined)	-5%	-5%	11%
COc1cccc(-c2cc(C(F)(F)F)c3c(N)c(C#N)sc3n2)c1	-3%	-9%	0%

The list goes on.
compound	APEX1 inh	Anesthetic bind	POLB inh
Cc1ccc(CN2CCc3c(OCC(=O)Nc4cccc(C)c4C)cccc3C2=O)cc1	19%	-13%	24%
COc1ccc(/C=C2\SC(=S)N(NC(=O)c3ccncc3)C2=O)cc1OC	15%	-14%	29%
CCOC(=O)c1cnn(-c2cc(C)nc3c(-c4ccc(Cl)cc4)c(C)nn23)c1N	13%	-4%	44%
O=C(Nc1nnc(SCc2c(Cl)cccc2Cl)s1)c1ccc2ncsc2c1	1%	-8%	?
O=[N+]([O-])c1cc(/C=N\Nc2nccs2)ccc1O	7.1µM*	?	4µM*
COc1ccc(O[C@H]2C=C[C@@H](c3ccccc3)O[C@@H]2COC(=O)CC/C(C)=N/O[C@@H](C)c2cc(-c3c(C)cc(C)cc3C)no2)cc1	-2%	-1%	24%
COc1ccc(Nc2nc(CN3CCOCC3)nc3sc4c(c23)CCC(C)C4)cc1OC (centres undefined)	0%	-1%	6%
CC(C)CCNC(=O)c1ccc(-c2ccccc2)cc1	3%	-4%	-19%
CC(=O)NC(=S)c1c(N)n(Cc2ccccc2)c(=O)n(C)c1=O	-5%	-1%	-4%
Cc1nnc(C)c2c(C)n(-c3cccc4cccnc34)c(C)c12	-2%	-1%	-2%
CCn1c(SCC(=O)N=Nc2c(O)[nH]c3ccccc23)nnc1-c1ccc(C(C)(C)C)cc1	-3%	-11%	82%
CCc1c(C)nc2ncnn2c1N1CCC(C(=O)N2CCN(c3ccccc3)CC2)CC1	-2%	-7%	4%
Cc1cccc(CCNC(=O)c2cc(=O)[nH]c3ccc(Br)cc23)c1	-5%	-3%	0%
Cc1cccc(NC(=O)CSc2nc3[nH]ncc3c(=O)n2-c2ccccc2)c1	-5%	1%	2%
COc1ccc(C2CC(C(F)(F)F)n3nc(C(=O)Nc4c(C)n(C)n(-c5ccccc5)c4=O)c(Cl)c3N2)cc1 (centres undefined)	1%	-16%	1%
Nc1c(C(=O)Nn2cnnc2)cc([N+](=O)[O-])cc1[N+](=O)[O-]	-4%	-12%	3%[57.1 µM]
CC(NC(=O)Cn1nnc(-c2ccncc2)n1)c1ccccc1 (centres undefined)	-2%	2%	-6%
COc1ccc2c(c1)O[C@H](c1ccc3c(c1)OCO3)[C@@H](OC(=O)Nc1cc(OC)c(OC)c(OC)c1)C2=O	?	6%	-2%
CC1(C)Cc2c(C#N)c(NC3CCCCC3)nc(-c3ccco3)c2CO1	12%	-17%	5%
Cc1onc(-c2ccccc2)c1C(=O)N[C@@H]1C(=O)N2[C@@H]1SC(C)(C)[C@@H]2C(=O)O	4%	3%	16%
COc1ccccc1C(=O)NCC(=O)Nc1cccnc1	3%	-2%	7%
O=c1c2c3nc4ccccc4nc3n(-c3ccc4c(c3)OCCO4)c2ncn1CC1CCCO1 (centres undefined)	3%	-18%	8%
O=Cc1ccc(OC(=O)Cc2ccc(F)cc2)cc1	39%	-11%	-1%
COCCN1C(=S)N[C@@H](c2cccc(F)c2)C(C(=O)OC)=C1C	12%&-4%	-16%&-18%	2%&47%
O=c1c(O[C@@H]2O[C@H](CO)[C@H](O)[C@H](O)[C@H]2O)c(-c2ccc(O)c(O)c2)oc2cc(O)cc(O)c12	?	-23%	?
COC(=O)Cn1c(=NC(=O)c2ccc([N+](=O)[O-])s2)sc2cc(Br)ccc21	6%	-3%	?
Cc1cc2c(c(=O)n1Cc1ccccc1)C1O[C@](c3ccsc3)(Cc3cc(C#N)ccc31)O2	10%[12.4 µM]	-11%[15.3 µM]	?
O=c1c2c3c(sc2nc2sc(CN4CCCCC4)cn12)CCCC3	-5%	-5%	29%
c1ccc(-c2oc3ncnc(N4CCOCC4)c3c2-c2ccccc2)cc1	-4%	-11%	-1%
O=C(COC(=O)c1ccncc1)Nc1cc(Cl)c(Cl)cc1Cl	-5%	-14%	32%[activator]
CC(c1ccccc1)C(Cc1nc2ccccc2[nH]1)c1nc2ccccc2[nH]1 (centres undefined)	-6%	-5%	23%
CCOC(=O)Cn1nc(C)c(NC(=O)COc2ccc(F)cc2F)c1C	-4%	-2%	8%
O=C(N/C(=C/c1cn(-c2ccccc2)nc1-c1ccccc1)C(=O)N1CCOCC1)c1ccccc1	13%	3%	41%
COc1ccc(-n2c(SCC(=O)N3CCCC3)nc3ccccc3c2=O)cc1	1%	-4%	4%
COC(=O)c1nc(NC(C)=O)n[nH]1	1%	-8%	1%
CCC(CC)C(=O)NCCc1cc2ccc(C)c(C)c2[nH]c1=O	-2%	-8%	-4%
Cc1ccnc(NC(=O)c2c(O)c3ccccc3n(C)c2=O)c1	0%	-14%	32%
CCOc1cc(NC(=O)c2cnccn2)c(OCC)cc1NC(=O)c1cccc(F)c1	-1%	-7%	1%
COc1ccc(C(=O)Cn2c(N3CCOCC3)nc3ccccc32)cc1OC	0%	-15%	7%
COC(=O)CSc1ncnc2c1sc1nc(-c3ccco3)c3c(c12)CC(C)(C)OC3	15%	-8%	?
CCCCCn1c2nc3ccccc3nc2c2c(=O)n(CC3CCCO3)c(C)nc21 (centres undefined)	3%	-7%	17%
Cn1c(=O)c2c(-c3cccc(F)c3)c3c(nc2n(C)c1=O)-c1ccccc1C3O (centres undefined)	2%	-14%	4%
COc1ccc(NC(=O)c2ccc(Cl)c(NC(=O)c3ccncc3)c2)cc1	-1%	-10%	-25%
CCOC(=O)c1c(/N=C/c2ccc(O)cc2O)sc2c1CCC2	1%	-17%	0%
CCCCC1=CC2=C(c3ccco3)C(=O)C(C)(OC(=O)c3ccc(OC)cc3)C(=O)C2=CN1Cc1ccc(OC)cc1 (centres undefined)	-1%[12.4 µM]	-1%	45µM*
Cn1c(=O)c(C(=O)COC(=O)c2cc(-c3ccco3)nc3ccccc23)c(N)n(CC2CC2)c1=O	?	-13%&-7%	10µM*
COc1ccc(-c2csc(/C(C#N)=C\c3cccc([N+](=O)[O-])c3)n2)cc1	-1%	-13%	-3%
C/C(=N\NC(=O)C1CC1)c1cccc(NC(=O)c2cccc(Cl)c2)c1	3%	-6%	4%
CCn1c(=O)c2cc(C(=O)N3CCCC3)sc2c2ccccc21	-1%	-7%	-4%
COc1cc2c(=O)nc3n(c2cc1OC)C(c1ccccc1)N=C(N)N3 (centres undefined)	?	-9%	6%
CN(C)CCCN=Cc1c(O)n(Cc2ccc3c(c2)OCO3)c(=O)c2ccccc12	1%	6%	2%
Cc1ccccc1-c1nnc2s/c(=C\c3ccc(N(C)C)cc3)c(=O)n12	0%	-8%	22%
COc1ccccc1N1CCN(C(=O)c2ccc3c(c2)NC(=O)C(CSCc2ccccc2C)N3)CC1 (centres undefined)	47%	?	?
O=C(Oc1ccc2c3c(c(=O)oc2c1)CCC3)c1ccccc1[N+](=O)[O-]	4%	0%	2%
Cc1ccc(C)n1-c1cccc(N)c1	-1%	-2%	-8%
Cn1c(C(=O)N2CCN(C3CCCCC3)CC2)cc2c(=O)n(C)c3ccccc3c21	13%	0%	24%
CCn1c(=N)c(C(=O)NCc2cccnc2)cc2c(=O)n3cccc(C)c3nc21	-4%	79%[activator]	28%
COCCNC(=O)CNC(c1ccccc1)c1ccccc1	-8%	-11%	-12%
CCN1C(=S)N[C@@H](c2cccc(C(F)(F)F)c2)C(C(=O)OC)=C1C	18%	?	?
Brc1ccccc1-c1nc(-c2ccccc2)no1	1%	-4%	3%

The results go on.
compound	APEX1 inh	Anesthetic bind	POLB inh
COc1cc(C2c3c(oc4ccccc4c3=O)C(=O)N2Cc2cccnc2)cc(OC)c1OC (centres undefined)	-10%	-10%	1%
OCc1ccccc1N=c1ssnc1Cl	27%	-13%	20%
CCNC(=O)CSc1nc2cc(OC)c(OC)cc2c(=O)n1CCC1=CCCCC1	16%	-6%	0%
Cc1cccc(Nc2nc(N)nc(CC(=O)CSc3ccc(Cl)cc3)n2)c1	-2%	-4%	3%
CCOC(=O)NC1(Nc2ccc(Cl)cn2)Oc2ccccc2O1	2.5µM*	-17%	?
O=C1CCCC2=C1C1O[C@](CCCCN3C(=O)c4ccccc4C3=O)(Cc3c1ccc1ccccc31)O2	-28%[12.4 µM]	-17%[15.3 µM]	1%[22.9 µM]
Brc1ccc(Nc2nc3ccccc3n3nnnc23)cc1	-6%	0%	-17%

Arranged by count of non-hydrogen atoms (ascending): some entries from above.
compound	APEX1 inh	Anesthetic bind	POLB inh
Cc1ccc(C)n1-c1cccc(N)c1	-1%	-2%	-8%
OCc1ccccc1N=c1ssnc1Cl	27%	-13%	20%
Brc1ccccc1-c1nc(-c2ccccc2)no1	1%	-4%	3%
Brc1ccc(Nc2nc3ccccc3n3nnnc23)cc1	-6%	0%	-17%
COCCNC(=O)CNC(c1ccccc1)c1ccccc1	-8%	-11%	-12%
CCOC(=O)NC1(Nc2ccc(Cl)cn2)Oc2ccccc2O1	2.5µM*	-17%	?
CCN1C(=S)N[C@@H](c2cccc(C(F)(F)F)c2)C(C(=O)OC)=C1C	18%	?	?
Cc1ccccc1-c1nnc2s/c(=C\c3ccc(N(C)C)cc3)c(=O)n12	0%	-8%	22%
Cc1cccc(Nc2nc(N)nc(CC(=O)CSc3ccc(Cl)cc3)n2)c1	-2%	-4%	3%
CCn1c(=N)c(C(=O)NCc2cccnc2)cc2c(=O)n3cccc(C)c3nc21	-4%	79%[activator]	28%
Cn1c(C(=O)N2CCN(C3CCCCC3)CC2)cc2c(=O)n(C)c3ccccc3c21	13%	0%	24%
COc1cc(C2c3c(oc4ccccc4c3=O)C(=O)N2Cc2cccnc2)cc(OC)c1OC (centres undefined)	-10%	-10%	1%
COc1ccccc1N1CCN(C(=O)c2ccc3c(c2)NC(=O)C(CSCc2ccccc2C)N3)CC1 (centres undefined)	47%	?	?
